Bioassay records (PubChem)
ELG1 genotox: qHTS screen for small molecules that induce genotoxicity in human embryonic kidney (HEK293T) cells expressing luciferase-tagged ELG1. Potency, µM (top dose mostly 46 µM), without a hit: at the highest dose activity change, positive = activation, hits mostly activators. hit rate 1.3% among 330,000. HEK293T ELG1-luciferase reporter, luminescence, 16 h; note: potency is the fitted concentration of half-maximal effect; % of control where 0% means no effect; nearly all actives have a fitted effect of over 60% in size
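Luminescence read-out: rising ELG1-luciferase signal, reflecting elevated ELG1 protein under genetic stress, flags genotoxic compounds. Cells were treated for 16 hr at 37 °C before ONE-Glo detection.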
VP16 counter: VP16 counterscreen qHTS for inhibitors of ROR gamma transcriptional activity; hit rate 3.5% among 310,000; Potency, µM (doses to about 53.6 µM), for inactives: at the highest dose activity, negative = inhibition, usual class: inhibitors; AID 2546, 2010; Drosophila S2 Gal4-VP16 UAS-luciferase, luminescence, 20 h;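 note: Gal4-VP16 expression switched on by copper sulfate through the metallothionein promoter; potency is the fitted concentration of half-maximal effect; % is set by controls: 0 for no effect and ±100 for the full control effect; nearly all actives have a fitted effect of over 50% in size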
Tb PFK block: qHTS Assay to Find Inhibitors of T. brucei phosphofructokinase; ATP-dependent 6-phosphofructokinase (Trypanosoma brucei brucei), O15648; T. brucei PFK, ADP-Glo luminescence; Potency, µM (highest dose often 57.5 µM), for the others: at the highest dose activity, negative = inhibition, actives largely listed as inhibitors; hit rate 0.17% among 330,000; AID 485367, 2010;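 note: potency is the fitted concentration of half-maximal effect; 0% = uninhibited 1x PFK enzyme wells and -100% = no-enzyme wells; nearly all actives have a fitted effect of over 60% in size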
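Compounds were pin-transferred as a titration series up to 57 uM into substrate buffer (0.5 mM F6P, 0.1 mM ATP, pH 8.0), then 1.25 nM PFK was added and reactions ran 45 min before ADP-Glo detection.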
NPC1 prom act: qHTS Assay for NPC1 Promoter Activators | Huh7 NPC1 promoter luciferase reporter, 24 h | Potency, µM (doses to about 9.22 µM), for inactives: at the top dose activation, actives largely listed as activators | hit rate 2.4% among 320,000 | AID 485313, 2010;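 note: potency is the fitted concentration of half-maximal effect; % of control where 0% means no effect; nearly all actives have a fitted effect of over 60% in size; reporter is driven by a mutant NPC1 promoter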
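Quantitative HTS used a cell-based reporter: Huh7 cells stably bearing the NPC1 promoter upstream of luciferase were treated with compounds for 24 h, and promoter activation was read as luminescence.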
RORgamma inh: qHTS for inhibitors of ROR gamma transcriptional activity. Nuclear receptor ROR-gamma (Mus musculus), P51450. Drosophila S2 Gal4-RORgamma UAS-luciferase reporter, 20 h. Potency, µM (titrated, usually from 53.6 µM), without a hit: top-dose activity change, negative = inhibition, actives largely listed as inhibitors. hit rate 5.4% among 310,000. AID 2551, 2010; note: potency is the fitted concentration of half-maximal effect; % is set by controls: 0 for no effect and ±100 for the full control effect; nearly all actives have a fitted effect of over 60% in size
Target sequence (P51450 whole entry, looked up, the tested form may be a part): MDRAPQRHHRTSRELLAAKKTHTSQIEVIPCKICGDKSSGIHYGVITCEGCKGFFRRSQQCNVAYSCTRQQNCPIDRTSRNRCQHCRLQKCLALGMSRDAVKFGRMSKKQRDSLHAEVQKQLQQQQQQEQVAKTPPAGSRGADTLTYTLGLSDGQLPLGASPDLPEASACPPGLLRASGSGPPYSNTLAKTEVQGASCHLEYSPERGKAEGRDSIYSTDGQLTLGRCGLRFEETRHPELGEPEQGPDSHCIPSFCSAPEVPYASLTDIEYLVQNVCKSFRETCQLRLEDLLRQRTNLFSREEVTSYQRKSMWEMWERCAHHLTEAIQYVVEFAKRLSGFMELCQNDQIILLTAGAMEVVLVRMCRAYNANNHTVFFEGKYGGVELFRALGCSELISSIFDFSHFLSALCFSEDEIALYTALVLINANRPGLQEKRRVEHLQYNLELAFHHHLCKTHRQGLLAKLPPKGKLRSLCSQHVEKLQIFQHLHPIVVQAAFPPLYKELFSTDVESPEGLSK
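Read-out: Photinus luciferase luminescence; inhibitors lower reporter signal. Insect Schneider cells with Gal4-ROR gamma fusion under metallothionein promoter, UAS reporter; 700 uM final copper sulfate induction, 20 hr, ambient temperature.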
BRCA1 expr act: qHTS Assay to Identify Small Molecule Activators of BRCA1 Expression | MCF7-BRCA1-FFLuc reporter, luminescence, 48 h; response scale: scaled: vehicle 0%, 10 µM genistein 100% | Potency, µM (titrated, usually from 46.1 µM), for inactives: at the highest dose activation, hits mostly activators | hit rate 1.1% among 380,000 | AID 624202, 2012; note: potency is the fitted concentration of half-maximal effect; nearly all actives have a fitted effect of over 80% in size; some results filed as inactive show a strong effect at the top dose
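Activators of BRCA1 expression were detected as increased firefly luciferase luminescence in engineered MCF7 cells after 48 h compound incubation. Signals were scaled to genistein 10 microM as full activation.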
ELG1 DNA repair: qHTS screen for small molecules that inhibit ELG1-dependent DNA repair in human embryonic kidney (HEK293T) cells expressing luciferase-tagged ELG1 | HEK293T ELG1-luciferase reporter, luminescence, 16 h; DNA damage induced by 5-fluorouridine | Potency, µM (top dose mostly 46.1 µM), inactives show top-dose activity change, negative = inhibition, hits mostly inhibitors | hit rate 2.3% among 330,000; note: potency is the fitted concentration of half-maximal effect; % is set by controls: 0 for no effect and ±100 for the full control effect; nearly all actives have a fitted effect of over 55% in size
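5-Fluorouridine DNA damage + compound/DMSO, 2,000 cells/well, 16 h, 37 °C/5% CO2. ONE-Glo, 30 min RT, luminescence. Readout = decrease in reporter signal.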
p53 reactivation: qHTS assay for re-activators of p53 using a Luc reporter; H1299 p53-A138V BP100-luciferase reporter, luminescence, 24 h; Potency, µM (highest dose often 92.2 µM), for the others: at the top dose activity change, positive = activation, actives largely listed as activators; hit rate 0.063% among 320,000; note: potency is the fitted concentration of half-maximal effect; % of control where 0% means no effect; nearly all actives have a fitted effect of over 45% in size
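H1299 (p53-null), stable ts p53-A138V + BP100-Luc; 1000 cells/well, Opti-MEM/10% FBS; cpd 4 pt, 1:5; 24 h, 37 deg C, 5% CO2; detection reagent 10 min RT; luminescence.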
Rab9 prom act: qHTS Assay for Rab9 Promoter Activators | Huh7 Rab9 promoter-luciferase reporter, luminescence, 24 h | Potency, µM (top dose mostly 9.22 µM), for inactives: at the highest dose activation, negative = inhibition, hits mostly activators | hit rate 2.8% among 320,000 | AID 485297, 2010; note: potency is the fitted concentration of half-maximal effect; % of control where 0% means no effect; nearly all actives have a fitted effect of over 60% in size
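Measured in stably transfected Huh7 cells bearing a Rab9 promoter–luciferase construct: 24 h compound treatment at 37 °C, followed by luminescence detection.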
FLuc modulator: qHTS profiling assay for firefly luciferase inhibitor/activator using purifed enzyme and Km concentrations of substrates (counterscreen for miR-21 project); Luciferin 4-monooxygenase (Photinus pyralis), P08659; purified FLuc, Km substrates, luminescence inhibition; Potency, µM (highest dose often 57.5 µM), for the others: at the highest dose activity change, negative = inhibition, actives largely listed as inhibitors; hit rate 6.9% among 360,000;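 note: potency is the fitted concentration of half-maximal effect; plate controls were vehicle for no effect and reference inhibitor for full effect; nearly all actives have a fitted effect of over 55% in size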
Target sequence (P08659 whole entry, looked up): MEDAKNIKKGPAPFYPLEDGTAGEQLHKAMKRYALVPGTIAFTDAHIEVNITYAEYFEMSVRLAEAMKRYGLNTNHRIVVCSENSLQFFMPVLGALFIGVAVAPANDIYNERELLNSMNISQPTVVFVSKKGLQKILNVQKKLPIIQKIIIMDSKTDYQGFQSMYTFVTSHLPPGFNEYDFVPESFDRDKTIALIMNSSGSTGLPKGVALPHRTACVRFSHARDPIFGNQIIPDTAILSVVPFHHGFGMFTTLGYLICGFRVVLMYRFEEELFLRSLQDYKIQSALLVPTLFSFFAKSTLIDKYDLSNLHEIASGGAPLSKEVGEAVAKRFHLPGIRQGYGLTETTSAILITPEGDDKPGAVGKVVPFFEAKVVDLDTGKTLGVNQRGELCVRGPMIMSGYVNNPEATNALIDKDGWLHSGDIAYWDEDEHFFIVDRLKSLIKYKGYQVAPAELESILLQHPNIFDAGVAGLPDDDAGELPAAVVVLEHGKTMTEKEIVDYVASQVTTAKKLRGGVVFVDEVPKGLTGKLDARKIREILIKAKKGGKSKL
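Purified P. pyralis luciferase (10nM final) with 10uM D-luciferin and 10uM ATP (Km levels) in 50mM Tris acetate pH 7.5, 10mM Mg acetate, 0.01% Tween-20, 0.05% BSA; qHTS 6-point titration, ~60 µM downward; luminescence read.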
TRPV1 agonist: HTS Assay for Compounds that Act as Agonists of the Vanilloid Receptor 1; TRPV1-expressing cells, Fluo-8 calcium influx, agonist mode; activation, % at 8.33 µM; hit rate 0.19% among 320,000; in the data active = activation above about 80%; inconclusive = between about 30% and that limit; note: 0% is about no effect
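Cells expressing TRPV1 were dye-loaded with Fluo-8 and read kinetically: 10 s baseline, 3 min after compound (agonist portion), then 2 min after EC20 capsaicin (allosteric enhancer portion). Calcium-bound dye fluorescence at 480/520 nm.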
An asterisk follows results filed as active; ? = inconclusive; . = no result given; [ ] = another dose, or the depositor's remark. Unless noted, calls come from the whole dose curve; as a rule, active = well fitted curve in the direction sought with a large enough effect; inconclusive = small, poorly fitted or top-dose-only effect, or another doubt; inactive = no such curve, though single readings can be large; an effect the other way counts as inactive or inconclusive.

Values run as follows: ELG1 genotox	VP16 counter	Tb PFK block	NPC1 prom act	RORgamma inh	BRCA1 expr act	ELG1 DNA repair	p53 reactivation	Rab9 prom act	FLuc modulator	TRPV1 agonist
COc1ccc(OCc2nn3c(-c4ccccn4)nnc3s2)cc1
→ -3%	-1%	2%	0%	42%	47%	5%	-6%	3%	0%	16
CC(C)(O)CC[C@H](OC(=O)c1ccccc1)[C@](C)(O)[C@H]1CC[C@@]2(O)C3=CC(=O)[C@@H]4C[C@@H](O)[C@H](O)C[C@]4(C)C3CC[C@]12C (some centres undefined)
→ 1%	-7%	-7%	0%	6%	2%	-2%	-3%	-2%	-1%	-2
O=C(CN1CCCN(S(=O)(=O)c2ccc(F)cc2)CC1)Nc1ccccc1Br
→ -11%	4%	-1%	-2%	3%	-38%	?	-6%	-3%	0%	13
Cc1nc(N2CCOCC2)nc2c1CCC2
→ 1%	-8%	-4%	-2%	2%	42%	10%	4%	6%	-5%	-2
C=CCn1c(SCC(=O)NC2CCS(=O)(=O)C2)nnc1-c1ccc(Cl)cc1 (centres undefined)
→ -5%	.	4%	1%	.	-1%	8%	2%	-3%	-2%	-1
CN1CCCN(C(=O)/C=C/c2ccc(Cl)cc2Cl)CC1
→ 3%	-8%	-8%	12%	-10%	94%	?	?	?	-5%	14
CCc1ccccc1NC(=S)N1CCN(c2ccccn2)CC1
→ 1%	?	1%	0%	?	0%	3%	0%	-3%	3%	0
CC(=O)Nc1ccc(S(=O)(=O)N2CCC(C(=O)NCc3ccco3)CC2)cc1
→ -1%	3%	-1%	-1%	11%	-19%	-6%	1%	-1%	1%	2
CC[C@]12c3[nH]c4cc(CCC(=O)N(C)C)ccc4c3CCN1C(=O)[C@@H](CC(=O)NCCCn1ccnc1)C[C@@H]2C(=O)N1CCN(C(=O)c2ccco2)CC1
→ -3%	.	2%	.	.	7%	?	9%	.	.	.
Cc1cc(/C([O-])=C(/C(=S)Nc2ccc(F)cc2)[n+]2ccccc2)c(C)n1Cc1ccccc1Cl
→ -4%	-18%	2%	-4%	2%	-27%	-6%	3%	4%	-10%	0
O=C(CN1C(=O)NC2(CCCCCCC2)C1=O)NC1CCCc2ccccc21 (centres undefined)
→ -1%	-6%	5%	-1%	0%	-19%	1%	2%	-6%	-1%	0
O=c1c2c(-c3cccc([N+](=O)[O-])c3)ccnc2[nH]n1-c1ccccc1
→ 5%	3%	-8%	18%	-4%	3%	19%	12%	8%	?	-1
Cc1cc(OCc2nnc(SCC(=O)OC3CCCCC3)o2)ccc1Cl
→ -1%	0%	-2%	2%	-13%	4%	12%	5%	0%	-2%	0
CN(Cc1ccc(F)cc1)C(=O)C(c1ccccc1)c1ccccc1
→ -2%	1%	-3%	-1%	-2%	-7%	-6%	-3%	0%	-2%	1
O=C(c1ccc2c3c(cccc13)CC2)C1CCCN(C(=O)c2cccnc2)C1 (centres undefined)
→ -6%	-3%	1%	-2%	19%	2%	?	-5%	2%	-1%	6
O=C1NNC(c2ccccc2)=N/C1=C\c1ccco1
→ -2%	-6%	-3%	8%	30%	-24%	-19%	0%	-2%	-6%	1
O=C(Nc1ccccc1)N1CC=C(c2ccc(F)cc2)CC1
→ ?	.	3%	4.5µM*	25%[0.365 µM]	4µM*	?	?	1µM*	24µM*	-6
COc1ccccc1C(O)Cc1nc2ccccc2n1C (centres undefined)
→ ?	21%	1%	29%	0%	10µM*	?	27%	?	?	2
COc1ccc(/C(O)=C2/C(=O)C(=O)N(CCN(C)C)C2c2ccccc2)cc1Cl (centres undefined)
→ 1%	3%	14%	1%	21%	0%	11%	-4%	-1%	-1%	1
CC(=O)N/C(=C/c1ccc2c(c1)OCO2)C(=O)O
→ 0%	-3%	0%	2%	-10%	19%	-3%	-1%	-14%	1%	-5

Single entries from the entries so far:
Entry of `CN1CCCN(C(=O)/C=C/c2ccc(Cl)cc2Cl)CC1` under BRCA1 expr act: 94%
Entry of `Cc1cc(/C([O-])=C(/C(=S)Nc2ccc(F)cc2)[n+]2ccccc2)c(C)n1Cc1ccccc1Cl` under Rab9 prom act: 4%
Entry of `CCc1ccccc1NC(=S)N1CCN(c2ccccn2)CC1` under Tb PFK block: 1%

Fetched by compound from the list above:
Values run as follows: ELG1 genotox	VP16 counter	Tb PFK block	NPC1 prom act	RORgamma inh	BRCA1 expr act	ELG1 DNA repair	p53 reactivation	Rab9 prom act	FLuc modulator	TRPV1 agonist
O=C(CN1CCCN(S(=O)(=O)c2ccc(F)cc2)CC1)Nc1ccccc1Br
→ -11%	4%	-1%	-2%	3%	-38%	?	-6%	-3%	0%	13
Cc1cc(/C([O-])=C(/C(=S)Nc2ccc(F)cc2)[n+]2ccccc2)c(C)n1Cc1ccccc1Cl
→ -4%	-18%	2%	-4%	2%	-27%	-6%	3%	4%	-10%	0
CC(=O)N/C(=C/c1ccc2c(c1)OCO2)C(=O)O
→ 0%	-3%	0%	2%	-10%	19%	-3%	-1%	-14%	1%	-5
CCc1ccccc1NC(=S)N1CCN(c2ccccn2)CC1
→ 1%	?	1%	0%	?	0%	3%	0%	-3%	3%	0

(cont.)
Values run as follows: ELG1 genotox	VP16 counter	Tb PFK block	NPC1 prom act	RORgamma inh	BRCA1 expr act	ELG1 DNA repair	p53 reactivation	Rab9 prom act	FLuc modulator	TRPV1 agonist
CC1=CC=CC2=NC(=O)CC(C)(C(=O)N(CC(=O)NC3CCCC3)c3ccc(F)cc3)N12 (centres undefined)
→ 0%	-5%	4%	-7%	-4%	14%	3%	2%	0%	0%	1
CCOC(=O)N1CCC(NC(=O)c2ccc3c(c2)ncn3C2CCCC2)CC1
→ 2%	-3%	0%	?	-1%	8%	11%	1%	?	-12%	4
OCCCNC(=S)NC1CCCC1
→ -2%	-3%	-1%	-2%	-6%	5%	3%	-2%	2%	-2%	6
CCN(CC)CCN(C(=O)CN1C(=O)CCC1=O)c1nc2cc3c(cc2s1)OCO3
→ 0%	-18%	-4%	-1%	26%	6%	13%	-1%	-4%	-1%	2
Cc1ccc(S(=O)(=O)N(CC(=O)NCc2cccnc2)C2CCCCC2)cc1
→ -5%	9%	-1%	0%	20%	-1%	-2%	0%	-3%	1%	8
COc1ccc(N2CCN(C(c3nnnn3CCc3ccccc3)C(C)C)CC2)cc1 (centres undefined)
→ -6%	0%	-6%	-3%	4%	-12%	?	-3%	2%	2%	2
COc1ccccc1CN(CC(=O)NCc1ccc2c(c1)OCO2)C(=O)c1csnn1
→ 0%	6%	-11%	2%	7%	-3%	-19%	-4%	2%	-6%	3
CCOc1ccc(NC(=NCc2ccc3c(c2)OCO3)SC2CC(=O)N(c3ccc(OCC)cc3)C2=O)cc1 (centres undefined)
→ ?	-9%	-7%	?	-35%	-25%	?	?	?	-9%	0
Cc1nnc(SCC(=O)NCc2ccccc2)n1-c1ccccc1
→ -2%	-3%	-4%	-1%	-12%	0%	6%	2%	-8%	3%	-5
C/C(=N\NC(=O)c1ccc(CSc2nc(C)cc(C)n2)cc1)c1ccco1
→ 2%	-14%	0%	1%	?	-11%	?	-4%	1%	-9%	1
Cc1ccc(C(=O)N2CCN(C(=O)c3ccc(C)cc3)C2)cc1
→ -3%	-2%	0%	-2%	0%	2%	4%	-2%	-6%	0%	-5
CSc1ccc(CN(C)C(=O)CNC(=O)CNS(=O)(=O)c2ccc(C)c(C)c2)cc1
→ -25%	6%	4%	-1%	0%	-29%	-18%	-2%	-2%	3%	0
Cc1ccc(CNC(=O)Cc2ccc(NC3=NC4CS(=O)(=O)CC4S3)cc2)cc1 (centres undefined)
→ -2%	1%	0%	1%	-18%	-2%	?	11%	10%	?	5
Cc1ccc(CNC(=O)CCNS(=O)(=O)c2ccc(Br)s2)cc1
→ 1%	-16%	-5%	-4%	7%	-1%	-1%	-4%	-9%	0%	8
Cc1nc(SC(C)C(=O)c2c(N)n(C)c(=O)n(C)c2=O)c2c(C)c(C)sc2n1 (centres undefined)
→ -1%	.	-12%	0%	.	-30%	27%	-9%	0%	0%	?
